hIAP act = human IAP activation | actives 0.16% (n = 330,000) | P09923 | activation factor at 10 µM | purified human IAP, CDP-Star luminescence, 30 min; hits give high values; 1 = vehicle-only enzyme, 0 = enzyme-free background;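 active means activation factor of the enzyme at least 2-fold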; further: the source names both 10 and 20 µM as test concentration; values of inactives mirror those of a sister screen read the other way
Target sequence (P09923 whole entry, looked up): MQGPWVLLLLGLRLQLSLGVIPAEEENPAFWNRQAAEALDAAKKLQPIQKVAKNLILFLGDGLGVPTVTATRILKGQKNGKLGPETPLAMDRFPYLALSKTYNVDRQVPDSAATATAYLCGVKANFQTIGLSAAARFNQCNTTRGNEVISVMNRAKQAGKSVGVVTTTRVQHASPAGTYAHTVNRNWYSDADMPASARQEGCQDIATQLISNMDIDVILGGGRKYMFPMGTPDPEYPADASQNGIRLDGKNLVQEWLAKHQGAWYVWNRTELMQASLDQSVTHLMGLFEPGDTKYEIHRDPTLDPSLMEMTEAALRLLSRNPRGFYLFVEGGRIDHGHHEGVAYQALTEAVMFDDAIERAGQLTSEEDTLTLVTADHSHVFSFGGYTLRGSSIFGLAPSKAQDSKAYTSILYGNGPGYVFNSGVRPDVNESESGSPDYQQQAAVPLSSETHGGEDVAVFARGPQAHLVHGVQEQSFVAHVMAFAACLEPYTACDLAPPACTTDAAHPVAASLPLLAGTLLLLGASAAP
hIAP inh = human IAP inhibition; AID 2544; actives 0.12% (n = 330,000); purified IAP, CDP-Star luminescence, 30 min; inhibition, % at 10 µM; P09923;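 active means inhibition reaching a set limit with compound at 10 µM in the primary screen, cut at about 35% in these data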;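 further: plate controls were DMSO wells with enzyme for no effect and no-enzyme buffer wells for full effect; values of inactives mirror those of a sister screen read the other way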
mIAP block = mouse IAP inhibition; purified mouse IAP, CDP-Star luminescence, 30 min; inhibition, % at 10 µM; actives 0.2% (n = 330,000); AID 2806;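 active means inhibition of at least 40% at 10 µM in the primary screen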;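 further: plate controls were DMSO with enzyme for no effect and no enzyme wells for full effect; values of inactives mirror those of a sister screen read the other way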
beta cell repl = MIN6 beta-cell proliferation induction; MIN6 cells proliferation, ATPlite luminescence, 48 h; cells starved in 0.2% serum; 100% = growth in 10% serum; proliferation, % at 10 µM; actives 0.29% (n = 330,000);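 active means compounds whose signal lies at least 3.5 SD above the mean of all wells on their plate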;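 further: 0% = DMSO-treated cells in low-serum medium and 100% = 10% serum control; some compounds called inactive have numbers as strong as hits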
A3A deaminase = inhibitors of human APOBEC3A DNA deaminase. recombinant A3A, FAM/TAMRA ssDNA deamination fluorescence. inhibition, % at 20 µM. actives 0.41% (n = 330,000);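 active means at least 40% inhibition at 20 µM here, with at most 30% in a related deaminase screen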;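 further: plate controls were A3A with DMSO for no effect and wells lacking A3A enzyme for full effect; some results filed as inactive read as strong as hits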
Target sequence (P31941 whole entry, looked up): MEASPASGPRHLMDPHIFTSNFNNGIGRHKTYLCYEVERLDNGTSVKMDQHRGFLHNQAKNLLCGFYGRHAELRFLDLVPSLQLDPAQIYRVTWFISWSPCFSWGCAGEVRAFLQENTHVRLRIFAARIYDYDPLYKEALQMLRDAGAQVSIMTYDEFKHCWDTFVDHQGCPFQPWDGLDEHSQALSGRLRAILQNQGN
mIAP act = mouse IAP activation; activation factor at 10 µM; muIAP, CDP-Star luminescence, 30 min; hits give high values; 1 = vehicle-only enzyme signal, 0 = enzyme-free wells; AID 2805; actives 0.24% (n = 330,000);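 active means activation factor of at least 2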; further: the source names both 10 and 20 µM as test concentration; values of inactives mirror those of a sister screen read the other way
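Assay system: mouse IAP enzyme; Reagent: CDP-Star chemiluminescent phosphatase substrate; Compound: DMSO-dissolved test compounds; Incubation: 30 min, room temperature; Technique: luminescence from enzymatic CDP-Star hydrolysis; Controls: DMSO-only wells and no-enzyme negative control.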
NALP3 yeast inh = NALP3 inhibition in yeast | actives 0.39% (n = 330,000) | AID 2825 | Yeast reconstituted NLRP3/ASC/caspase-1, beta-gal luminescence, 24 h | inhibition, % at 10 µM;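 active means inhibition of 50% or more; inactive means inhibition below 50%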;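 further: plate controls were induced DMSO wells for no effect and uninduced yeast grown without galactose for full effect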
SENP1 FRET inh = inhibitors of human SENP1 SUMO protease catalytic domain | Q9P0U3 | recombinant SENP1 catalytic domain, CyPet-SUMO1-YPet FRET cleavage | inhibition, % at 10 µM | actives 0.21% (n = 360,000);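 active means inhibition at least 30% at 10 µM, raw YFP signal under a set limit, fluorescence ratio 0.5 to 1.5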;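 further: 0% = enzyme with DMSO and 100% = no enzyme wells; some results filed as inactive read as strong as hits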
Target sequence (Q9P0U3 419-644 limits assumed): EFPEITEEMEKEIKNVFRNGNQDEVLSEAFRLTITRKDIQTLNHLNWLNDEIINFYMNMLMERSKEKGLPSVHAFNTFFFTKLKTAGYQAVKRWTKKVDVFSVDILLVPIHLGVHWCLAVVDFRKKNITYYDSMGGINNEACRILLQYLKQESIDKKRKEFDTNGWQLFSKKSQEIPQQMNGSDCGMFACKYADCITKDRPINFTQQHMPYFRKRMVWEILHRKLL
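system = hSENP1 catalytic domain, recombinant | reagent = SFCypet-SUMO1-SFYpet substrate at 25 nM | doses = one dose per compound, 10 µM, 0.5% DMSO | incubation = enzyme reaction for 50 min at room temperature, dark | measured by = FRET, CFP and YFP emission | controls = no-enzyme low, enzyme-DMSO high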
A3G deaminase = blocks human APOBEC3G single-stranded DNA deamination | Q9HC16 | recombinant A3G, ssDNA deamination FAM/TAMRA fluorescence | inhibition, % at 20 µM | actives 0.28% (n = 330,000) | AID 493012;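 active means inhibition of at least 40% at 20 µM, with no more than 30% in the related APOBEC3A deaminase screen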;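 further: plate controls were DMSO wells with A3G for no effect and wells lacking A3G enzyme for full effect; some compounds called inactive have numbers as strong as hits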
Starred values were filed as active, the others as inactive.

Results for Cc1cc(Br)ccc1NC(=O)CN(C)C(=O)COc1cccc2c1OC(C)(C)C2 ?
hIAP act: 1.08; hIAP inh: -7.8; mIAP block: -5.0; beta cell repl: -2.1; A3A deaminase: -1.2; mIAP act: 1.05; NALP3 yeast inh: 13.9; SENP1 FRET inh: 0.2; A3G deaminase: -2.2

How did O=C(NCc1cccs1)c1cc(-c2ccc(O)cc2)on1 do in these assays?
hIAP act: 1.04; hIAP inh: -4.0; mIAP block: -3.4; beta cell repl: -1.0; A3A deaminase: 6.6; mIAP act: 1.03; NALP3 yeast inh: 24.6; SENP1 FRET inh: -0.2; A3G deaminase: 0.4

What do the screens show for `CCOC(=O)CC1=NN(c2ccccc2)C(=O)/C1=C\c1ccc(OC)cc1OC`?
hIAP act: 1.04; hIAP inh: -4.3; mIAP block: 11.2; beta cell repl: 0.3; A3A deaminase: -3.1; mIAP act: 0.888; NALP3 yeast inh: -11.0; SENP1 FRET inh: 1.5; A3G deaminase: -5.1

How did COc1cccc(CN2CCC(C(=O)Nc3ccc(-c4cccc(C)c4)cc3)CC2)c1O do in these assays?
hIAP act: 0.962; hIAP inh: 3.8; mIAP block: -84.3; beta cell repl: -4.9; A3A deaminase: -2.5; mIAP act: 1.84; NALP3 yeast inh: 33.4; SENP1 FRET inh: 2.0; A3G deaminase: -6.0

What do the screens show for `O=C1C2CC=CCC2C(=O)N1n1cnnc1` (stereo not given)?
hIAP act: 1.06; hIAP inh: -5.7; mIAP block: -4.9; beta cell repl: 0.0; A3A deaminase: 0.0; mIAP act: 1.05; NALP3 yeast inh: 13.1; SENP1 FRET inh: 2.1; A3G deaminase: -8.2

What do the screens show for `CCCSc1nnc(Cn2c(=O)sc3ccccc32)n1C`?
hIAP act: 0.895; hIAP inh: 10.5; mIAP block: 1.2; beta cell repl: -2.3; A3A deaminase: -3.9; mIAP act: 0.988; NALP3 yeast inh: 8.3; SENP1 FRET inh: 3.0; A3G deaminase: -8.7

What do the screens show for `CS(=O)(=O)N1CCN(C(=O)Cc2ccccc2)CC1`?
hIAP act: 0.986; hIAP inh: 1.4; mIAP block: -2.4; beta cell repl: -2.3; A3A deaminase: 3.2; mIAP act: 1.02; NALP3 yeast inh: 0.1; SENP1 FRET inh: 1.5; A3G deaminase: -6.4

What do the screens show for `O=C(CNS(=O)(=O)c1ccc(Br)s1)N1CCCC1`?
hIAP act: 1.02; hIAP inh: -1.7; mIAP block: -1.0; beta cell repl: -0.6; A3A deaminase: -1.9; mIAP act: 1.01; NALP3 yeast inh: 13.5; SENP1 FRET inh: -0.3; A3G deaminase: -6.5

How did O=c1ccc(S(=O)(=O)N2CCCC2)cn1Cc1nc(-c2ccc(F)cc2)no1 do in these assays?
hIAP act: 0.908; hIAP inh: 9.2; mIAP block: 6.0; beta cell repl: 1.8; A3A deaminase: -0.1; mIAP act: 0.94; NALP3 yeast inh: 11.1; SENP1 FRET inh: -19.0; A3G deaminase: -9.0

Results for Cc1ccc(C2Nc3ccccc3NC3=C2C(=O)CC(C)(C)C3)c(O)c1 (stereo not given) ?
hIAP act: 1.1; hIAP inh: -10.5; mIAP block: 2.0; beta cell repl: 1.0; A3A deaminase: -8.1; mIAP act: 0.98; NALP3 yeast inh: 10.1; SENP1 FRET inh: 15.4; A3G deaminase: -3.7

How did C=CCn1c(CCNC(=O)c2ccccc2F)nnc1SCc1nc2ccccc2c(=O)[nH]1 do in these assays?
hIAP act: 1.22; hIAP inh: -21.6; mIAP block: -7.9; beta cell repl: -4.5; A3A deaminase: -3.7; mIAP act: 1.08; NALP3 yeast inh: 7.1; SENP1 FRET inh: 1.9; A3G deaminase: -5.3

How did CCCC(=O)N(Cc1cc(=O)[nH]c2ccccc12)c1ccccc1OC do in these assays?
hIAP act: 0.964; hIAP inh: 3.6; mIAP block: 5.3; beta cell repl: -0.4; A3A deaminase: 0.4; mIAP act: 0.947; NALP3 yeast inh: -3.1; SENP1 FRET inh: -2.0; A3G deaminase: -3.1

What do the screens show for `Cc1ccc(NC(=O)CCC(=O)OCCCC(F)(F)C(F)(F)F)cc1`?
hIAP act: 0.99; hIAP inh: 1.1; mIAP block: -6.4; beta cell repl: 0.7; A3A deaminase: -3.1; mIAP act: 1.06; NALP3 yeast inh: 16.3; SENP1 FRET inh: -0.3; A3G deaminase: 13.6

What do the screens show for `Nn1c(Cc2ccc(Br)cc2)n[nH]c1=S`?
hIAP act: 0.915; hIAP inh: 8.5; mIAP block: -13.2; beta cell repl: 0.3; A3A deaminase: -3.9; mIAP act: 1.13; NALP3 yeast inh: 13.1; SENP1 FRET inh: -1.2; A3G deaminase: 50.6*

What do the screens show for `Cc1cc(C)c(S(=O)(=O)Nc2ccc3c(c2)CCC3)c(C)c1`?
hIAP act: 0.795; hIAP inh: 20.5; mIAP block: -1.3; beta cell repl: -4.6; A3A deaminase: -1.4; mIAP act: 1.01; NALP3 yeast inh: 25.8; SENP1 FRET inh: 1.3; A3G deaminase: -5.0

Results for O=C(COc1cc(F)ccc1[N+](=O)[O-])Nc1ccc(N2CCCCC2)cc1 ?
hIAP act: 1.2; hIAP inh: -20.3; mIAP block: 5.2; beta cell repl: -3.8; A3A deaminase: 0.8; mIAP act: 0.948; NALP3 yeast inh: 19.0; SENP1 FRET inh: 2.0; A3G deaminase: -11.9

What do the screens show for `O=C(Cn1cc(S(=O)(=O)Cc2cccc([N+](=O)[O-])c2)c2ccccc21)N1CCOCC1`?
hIAP act: 1.19; hIAP inh: -18.5; mIAP block: 10.3; beta cell repl: 1.4; A3A deaminase: -2.5; mIAP act: 0.897; NALP3 yeast inh: 5.6; SENP1 FRET inh: 1.4; A3G deaminase: -4.9

Results for O=C(CC1(CC2=NS(=O)(=O)c3ccccc3N2)CCCC1)NCCc1ccccc1 ?
hIAP act: 1.04; hIAP inh: -3.8; mIAP block: -3.7; beta cell repl: -3.0; A3A deaminase: 1.9; mIAP act: 1.04; NALP3 yeast inh: 7.2; SENP1 FRET inh: 2.0; A3G deaminase: 4.4

What do the screens show for `CCC(CO)NCC(O)COCc1ccc2c(c1)OCO2` (stereo not given)?
hIAP act: 0.916; hIAP inh: 8.4; mIAP block: -0.5; beta cell repl: 0.6; A3A deaminase: 0.0; mIAP act: 1; NALP3 yeast inh: 4.6; SENP1 FRET inh: -0.2; A3G deaminase: -4.7

What do the screens show for `Cn1nnnc1Sc1ncnc2scc(-c3ccc(C#N)cc3)c12`?
hIAP act: 0.951; hIAP inh: 4.9; mIAP block: 7.6; beta cell repl: -6.8; A3A deaminase: -8.9; mIAP act: 0.924; NALP3 yeast inh: 7.7; SENP1 FRET inh: 1.6; A3G deaminase: -5.9

How did N#Cc1cc2ccccc2nc1SCc1cccnc1 do in these assays?
hIAP act: 0.909; hIAP inh: 9.1; mIAP block: 1.2; beta cell repl: 5.7; A3A deaminase: 5.9; mIAP act: 0.988; NALP3 yeast inh: -0.1; SENP1 FRET inh: -3.3; A3G deaminase: -5.0

How did COc1ccccc1OCCNC(=O)CCC(=O)N1CCOCC1 do in these assays?
hIAP act: 1.23; hIAP inh: -23.0; mIAP block: -9.7; beta cell repl: -1.7; A3A deaminase: 0.7; mIAP act: 1.1; NALP3 yeast inh: 12.9; SENP1 FRET inh: 4.4; A3G deaminase: -2.6

Results for COc1cc(/C=C2\S/C(=N/S(=O)(=O)c3ccccc3)NC2=O)c([N+](=O)[O-])cc1OC ?
hIAP act: 0.86; hIAP inh: 14.0; mIAP block: 18.4; beta cell repl: -0.7; A3A deaminase: -1.5; mIAP act: 0.816; NALP3 yeast inh: -6.0; SENP1 FRET inh: 31.0; A3G deaminase: -6.0

How did NS(=O)(=O)c1ccc(CCNC(=O)CNCCc2ccccc2)cc1 do in these assays?
hIAP act: 0.972; hIAP inh: 2.8; mIAP block: -0.8; beta cell repl: -2.0; A3A deaminase: -3.2; mIAP act: 1.01; NALP3 yeast inh: 9.5; SENP1 FRET inh: -2.2; A3G deaminase: -6.4

What do the screens show for `O=C(Nc1ccccc1C(=O)O)c1cccc(NC(=O)c2ccccc2Cl)c1`?
hIAP act: 0.984; hIAP inh: 1.6; mIAP block: 2.9; beta cell repl: -2.8; A3A deaminase: -7.4; mIAP act: 0.971; NALP3 yeast inh: 21.4; SENP1 FRET inh: -0.2; A3G deaminase: -9.7

What do the screens show for `O=C(O)c1cc(NC(=O)C2CCCO2)cc(NC(=O)C2CCCO2)c1` (stereo not given)?
hIAP act: 1.03; hIAP inh: -3.1; mIAP block: 2.3; beta cell repl: -0.9; A3A deaminase: -0.8; mIAP act: 0.977; NALP3 yeast inh: 9.7; SENP1 FRET inh: 3.6; A3G deaminase: -7.0

What do the screens show for `CCOC(=O)Cc1csc(NC(=O)c2c(-c3ccccc3)noc2C)n1`?
hIAP act: 0.96; hIAP inh: 4.0; mIAP block: 6.0; beta cell repl: -2.7; A3A deaminase: -2.0; mIAP act: 0.94; NALP3 yeast inh: -5.8; SENP1 FRET inh: -0.5; A3G deaminase: -7.4

What do the screens show for `COc1ccc(C(=O)N/N=C/c2ccc(SC)cc2)cc1`?
hIAP act: 1.09; hIAP inh: -9.6; mIAP block: 2.2; beta cell repl: 0.0; A3A deaminase: -5.4; mIAP act: 0.978; NALP3 yeast inh: 21.6; SENP1 FRET inh: 2.3; A3G deaminase: -6.8

Results for COc1ccc(-c2csc(N(C)C(=O)c3ccco3)n2)cc1 ?
hIAP act: 0.962; hIAP inh: 3.8; mIAP block: 1.0; beta cell repl: -0.6; A3A deaminase: 2.4; mIAP act: 0.99; NALP3 yeast inh: 33.9; SENP1 FRET inh: -0.6; A3G deaminase: -2.9

Results for COc1ccc(Nc2nnc(SCC(=O)c3cc(C)n(CC4CCCO4)c3C)s2)cc1 (stereo not given) ?
hIAP act: 0.965; hIAP inh: 3.5; mIAP block: 7.6; beta cell repl: -0.6; A3A deaminase: -0.4; mIAP act: 0.924; NALP3 yeast inh: 11.7; SENP1 FRET inh: 0.4; A3G deaminase: -3.8

What do the screens show for `Cc1nc2ccccc2c2oc(C(=O)NCCCN3CCCC3=O)cc12`?
hIAP act: 0.978; hIAP inh: 2.2; mIAP block: 3.7; beta cell repl: -4.5; A3A deaminase: 1.5; mIAP act: 0.963; NALP3 yeast inh: 18.5; SENP1 FRET inh: -1.3; A3G deaminase: -2.8

Results for C/C(=N\NS(=O)(=O)c1ccc(Cl)c([N+](=O)[O-])c1)c1ccc(C)o1 ?
hIAP act: 0.849; hIAP inh: 15.1; mIAP block: 6.9; beta cell repl: -6.0; A3A deaminase: -0.9; mIAP act: 0.931; NALP3 yeast inh: 12.1; SENP1 FRET inh: 1.6; A3G deaminase: -0.5

What do the screens show for `CC(=O)c1cccc(N(CC(=O)NC2CCCCC2)C(=O)c2csnn2)c1`?
hIAP act: 1; hIAP inh: 0.0; mIAP block: 8.2; beta cell repl: -1.5; A3A deaminase: -3.1; mIAP act: 0.918; NALP3 yeast inh: 25.1; SENP1 FRET inh: -0.8; A3G deaminase: -6.2

Assay outcomes: PubChem, Sanford-Burnham Center for Chemical Genomics

An excerpt, so the mix of outcomes need not match the whole.
